Source: PubChem (several laboratories)
EBV LMP1 NFkB = EBV LMP1-driven NF-kappaB luciferase reporter inhibitors, primary screen, cell-based, luminescence, single point; inhibition, % at 12.5 µM; LMP1-induced NF-kappaB luciferase reporter cells; 0.69% of 350,000 active; in the data active means inhibition above about 41%;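 further: 0% = neutral control wells and 100% = reference inhibitor control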
C8 TRAIL sens = viability loss with TRAIL in NB7+C8 cells, primary screen, TRAIL sensitizer project, cell-based, ATPlite luminescence; inhibition (viability loss, TRAIL sensitization), % at 10 µM; 1% of 360,000 active; AID 624354, 2012;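 active means compounds causing at least 50% loss of cell viability in the single-dose screen, relative to plate controls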
LRH-1 inv ag = LRH-1 (NR5A2) inverse agonists, primary screen, cell-based, luminescence, HEK293T, StAR-luciferase reporter; AID 602396, 2012; 0.13% of 360,000 active; Nuclear receptor subfamily 5 group A member 2 (Homo sapiens), O00482; LRH-1 transfected, 24 h; inhibition, % at 3.6 µM;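 active means inhibition above the mean inhibition of all tested compounds plus 3 SD, cut at about 73% in these data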;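 further: 0% = DMSO wells and 100% = reporter-only cells lacking LRH-1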
KKLEB tox = cytotoxicity in KKLEB CF airway cells, primary screen, cytotoxicity control for CF NF-kB inhibitor project, cell-based, uHTS, fluorescence assay plates; KKLEB CF airway cells viability, ATPlite luminescence, overnight; active compounds read low; cells stimulated with P. aeruginosa culture filtrate; activity change (cytotoxicity), % at 5 µM; 0.36% of 360,000 active;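 active means corrected activity change at or below -50% at 5 µM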
COUP-TFII inh = NR2F2 transcriptional activity inhibitors, primary screen, cell-based, luciferase reporter, HEK293T, luminescence. COUP transcription factor 2 (Homo sapiens), P24468. HEK293T NGFI-A luciferase reporter. inhibition, % at 8.6 µM. 0.7% of 370,000 active. AID 686940, 2013;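 active means inhibition above a per-plate cutoff, mean inhibition of test wells between control levels plus 3 SD, cut at about 38% in these data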;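 further: cells cotransfected with COUP-TFII expression vector driving the NGFI-A reporter; 0% = median of COUP-TF2 test wells and 100% = reporter-only cells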
NCOA1 inh = SRC1 coactivator transcriptional activity inhibitors, primary screen, cell-based, luminescence; 0.12% of 360,000 active; Nuclear receptor coactivator 1 (Homo sapiens), Q15788; inhibition, % at 3.6 µM; AID 588354, 2011; HEK293 GAL4-SRC1 luciferase reporter;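 active means inhibition above the campaign mean plus 3 SD, with each screening campaign given its own cutoff, cut at about 60% in these data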;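 further: 0% = DMSO treated cells and 100% = gossypol at 36 µM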
NCOA3 inh = SRC3 coactivator transcriptional activity inhibitors, primary screen, cell-based, luminescence; HEK293 GAL4-SRC3 luciferase reporter; AID 588352, 2011; Nuclear receptor coactivator 3 (Homo sapiens), Q9Y6Q9; 0.17% of 360,000 active; inhibition, % at 3.6 µM;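 active means inhibition above a per-campaign cutoff, the mean of all compounds plus 3 SD, cut at about 60% in these data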;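 further: 0% = DMSO-treated cells and 100% = gossypol-treated cells at 36 µM; higher means less SRC3-driven luciferase light from the GAL4 reporter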
Target sequence (Q9Y6Q9 whole entry, looked up, the tested form may be a part): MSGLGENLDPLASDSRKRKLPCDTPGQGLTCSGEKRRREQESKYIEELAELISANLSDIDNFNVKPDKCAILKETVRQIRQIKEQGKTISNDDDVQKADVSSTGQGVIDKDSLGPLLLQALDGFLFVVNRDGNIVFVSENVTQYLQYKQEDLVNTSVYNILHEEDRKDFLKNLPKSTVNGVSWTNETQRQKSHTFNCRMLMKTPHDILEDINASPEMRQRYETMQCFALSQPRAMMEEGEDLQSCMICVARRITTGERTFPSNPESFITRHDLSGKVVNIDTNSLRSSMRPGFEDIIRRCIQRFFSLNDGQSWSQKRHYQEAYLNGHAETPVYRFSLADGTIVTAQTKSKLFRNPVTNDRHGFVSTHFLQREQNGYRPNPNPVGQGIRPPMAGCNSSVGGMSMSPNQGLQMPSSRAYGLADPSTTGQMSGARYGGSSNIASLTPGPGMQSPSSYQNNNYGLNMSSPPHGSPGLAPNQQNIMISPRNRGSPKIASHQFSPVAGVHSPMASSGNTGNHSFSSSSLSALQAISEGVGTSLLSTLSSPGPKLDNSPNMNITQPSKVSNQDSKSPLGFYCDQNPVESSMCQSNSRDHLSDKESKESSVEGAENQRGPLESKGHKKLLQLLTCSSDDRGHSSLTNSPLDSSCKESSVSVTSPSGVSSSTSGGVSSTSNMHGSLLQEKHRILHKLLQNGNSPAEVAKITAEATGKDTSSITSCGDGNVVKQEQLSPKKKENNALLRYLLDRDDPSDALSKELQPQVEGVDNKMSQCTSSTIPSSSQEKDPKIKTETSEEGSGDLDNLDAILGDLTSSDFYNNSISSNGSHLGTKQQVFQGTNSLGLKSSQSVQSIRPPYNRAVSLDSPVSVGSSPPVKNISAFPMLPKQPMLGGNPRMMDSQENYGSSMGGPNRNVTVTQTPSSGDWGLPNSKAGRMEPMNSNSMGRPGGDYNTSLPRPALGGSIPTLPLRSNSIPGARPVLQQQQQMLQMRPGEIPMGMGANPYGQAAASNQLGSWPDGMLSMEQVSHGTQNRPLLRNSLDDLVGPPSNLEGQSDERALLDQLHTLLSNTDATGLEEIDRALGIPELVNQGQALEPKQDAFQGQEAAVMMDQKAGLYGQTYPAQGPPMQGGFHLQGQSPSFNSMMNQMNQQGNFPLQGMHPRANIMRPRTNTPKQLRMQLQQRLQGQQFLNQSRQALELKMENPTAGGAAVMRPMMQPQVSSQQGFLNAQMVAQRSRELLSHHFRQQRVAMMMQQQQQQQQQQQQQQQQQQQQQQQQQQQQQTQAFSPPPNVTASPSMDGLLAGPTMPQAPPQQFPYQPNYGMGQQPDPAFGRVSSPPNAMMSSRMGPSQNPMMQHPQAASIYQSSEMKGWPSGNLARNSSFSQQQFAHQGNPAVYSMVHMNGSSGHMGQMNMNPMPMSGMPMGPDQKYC
CF NFkB block = inhibitors of PAF-induced NF-kB signaling, primary screen, cell-based, GFP fluorescence, uHTS. inhibition, % at 5 µM. 0.86% of 360,000 active. KKLEB NF-kB-GFP reporter, GFP fluorescence overnight. AID 588850, 2011;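 active means at least 50% inhibition at 5 µM, scaled per plate between neutral and stimulator controls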;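 further: PAF is a Pseudomonas aeruginosa culture filtrate used as stimulus; plate controls were PAF-stimulated DMSO wells for no effect and unstimulated DMSO wells for full effect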
TROY NFkB inh = inhibitors of TROY-driven NF-kB signaling, primary screen, Q293 LMP1-TROYcd cells, NF-kB luciferase, uHTS; Q293 LMP1-TROYcd NF-kB luciferase reporter, 4 h; inhibition, % at 10 µM; 0.98% of 360,000 active; AID 1347056, 2019;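 active means compounds whose plate-normalised and pattern-corrected inhibition of the luciferase reporter signal at the single screening dose is 50% or more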
TWEAK-Fn14 inh = inhibitors of TWEAK-Fn14 signaling, primary screen, luciferase reporter cells, uHTS. AID 1159606, 2016. inhibition, % at 10 µM. TWEAK-stimulated Fn14 reporter cells, luciferase luminescence, 8 h. 2% of 360,000 active; in the data active means inhibition above about 50%
SRC2 inh = inhibition of GAL4-SRC2 driven luciferase reporter, primary screen, SRC2 inhibitor project, cell-based, luminescence; AID 651957, 2012; 0.17% of 370,000 active; HEK293 GAL4-SRC2 luciferase reporter; inhibition, % at 9 µM; Nuclear receptor coactivator 2 (Homo sapiens), Q15596;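 active means inhibition above the mean inhibition of all tested compounds plus 3 SD, set per campaign, cut at about 52% in these data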;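 further: 0% = DMSO treated cells and 100% = cells given Gossypol at 36 µM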
Numbers without * were called inactive; x = not tested or not shown.

SMILES	EBV LMP1 NFkB	C8 TRAIL sens	LRH-1 inv ag	KKLEB tox	COUP-TFII inh	NCOA1 inh	NCOA3 inh	CF NFkB block	TROY NFkB inh	TWEAK-Fn14 inh	SRC2 inh
NC(=O)COC(=O)c1ccccc1SCC(=O)NC1CCCCCCC1	-8	6	2	-12	3	5	0	3	-16	1	14
CCN(CC)CCCNC(=O)c1cn(C)c2ccc(S(=O)(=O)N(C)C)cc2c1=O	-5	4	12	-11	-2	5	6	3	-17	-2	9
CCN(CC)C(=O)CNc1ccc(C(F)(F)F)cc1[N+](=O)[O-]	0	9	20	-2	4	1	11	6	20	1	-7
COC(=O)c1ccccc1S(=O)(=O)NNC(=O)c1nn(C)c(=O)c2ccccc12	2	9	2	1	8	-15	9	-4	-3	9	9
NC(=O)c1ccsc1NC(=O)CSc1ccccc1F	-15	-3	-94	2	-32	-57	-78	5	-54	-8	-33
COc1ccc(C(C)=O)cc1CN1C(=O)C(C)ON=C1c1cccc(C(F)(F)F)c1 (configuration not stated)	x	-14	0	-8	-3	-11	15	10	-10	-6	-11
Nc1nc(SCC(=O)Nc2cc(C(F)(F)F)ccc2Cl)[nH]c(=O)c1NC(=O)c1ccco1	-4	-15	12	-15	13	-2	-5	12	-8	10	21
CC(C)[C@H](NS(=O)(=O)c1cccc(Cl)c1)C(=O)OCC(=O)NC(=O)CN1CCCC1=O	2	-3	17	8	x	-6	-10	-7	-17	4	x
O=C(NCc1ccccn1)C1CCN(S(=O)(=O)c2ccc(Br)cc2)CC1	3	8	10	-8	-17	8	4	17	11	6	18
O=C(Nc1cccc(S(=O)(=O)NC2=NCCCCC2)c1)c1cc(-c2ccccc2)nc2ccccc12	15	-7	2	0	10	2	5	8	9	26	24
O=C1OCCOC2CCCc3oc(C4=CCCCC4)c1c32 (configuration not stated)	x	-13	-16	x	2	x	x	x	-9	18	14
CCOC(=O)CCCNC(=O)CN1C(=O)NC(CCc2ccccc2)C1=O (configuration not stated)	0	-3	-11	6	0	8	20	-7	-5	2	-33
COc1ccc(C(=O)/C(C#N)=N/Nc2ccc([N+](=O)[O-])cc2)cc1	31	40	-11	-33	-14	16	12	56*	63*	59*	20
CNc1cnn(-c2ccccc2)c(=O)c1Cl	9	4	-18	4	-23	-25	1	-17	-17	3	15
CN1CCN(S(=O)(=O)c2cccc(C(=O)N3CCN(c4ccccc4)CC3)c2)CC1	-5	12	10	-28	10	3	5	0	-12	0	-8
C=CCOc1cccc(/C=C/c2nc3ccccc3c(=O)[nH]2)c1	-8	57*	-117	-18	-53	-82	-132	-17	-31	17	-107
Cc1ccc(NC(=O)CN(C)C(=O)COc2cccc3cccnc23)cc1	-7	-2	8	-3	-1	-11	12	0	4	4	-4
COc1cc(OC)cc(C(=O)N[C@H](C(=O)OCC(=O)Nc2ccc(OC)c(OC)c2)C(C)C)c1	-4	-5	-7	0	-3	-3	-19	6	-22	-15	-5
CC(C)(C)OC(=O)NCCC(=O)N/N=C/c1cccc2nccnc12	3	18	-1	10	-11	0	10	-18	-12	-4	-2
CC(C)c1ccc(NC(=O)CN(Cc2ccccc2)S(C)(=O)=O)cc1	2	-6	6	-8	11	5	7	7	3	-16	1
Cc1cc2nc(CCN(Cc3cccnc3)C(=S)Nc3ccc(F)cc3)[nH]c2cc1C	2	20	-24	-3	-9	2	-4	-5	2	2	7
CCCN1CCN(S(=O)(=O)c2ccc3c(c2)CC(C)N3C(=O)C2CC2)CC1 (configuration not stated)	-5	2	-11	-17	-7	-3	5	-10	3	0	-12
O=C(COc1ccc(Cl)cc1Cl)NCCCn1ccnc1	-5	-17	-48	2	15	-1	-31	-3	-12	3	10
Cc1ccc(S(=O)(=O)N2CCOCC2)cc1NC(=O)COC(=O)c1cc(=O)c2ccccc2o1	-6	-2	-2	4	13	-8	19	-4	-8	4	-21
CCn1c(COc2ccc(=O)n(-c3ccccc3)n2)nnc1SCc1ccc(OC)cc1	-9	1	12	-5	11	6	2	8	-4	26	-7

Additional results follow:
SMILES	EBV LMP1 NFkB	C8 TRAIL sens	LRH-1 inv ag	KKLEB tox	COUP-TFII inh	NCOA1 inh	NCOA3 inh	CF NFkB block	TROY NFkB inh	TWEAK-Fn14 inh	SRC2 inh
O=C(Oc1ccc2ccc(=O)oc2c1)c1ccco1	2	-5	8	2	8	-13	-11	-10	9	0	12
CCC1CCCCN1C(=O)C(=O)c1cn(CC(=O)N(CC)CC)c2ccccc12 (configuration not stated)	-2	5	11	-6	10	4	15	14	-18	6	-9
CC(=O)Nc1cccc(NC(=O)CSc2nc(=O)n3cccc(C)c3n2)c1	-6	-11	3	-5	7	0	14	-13	13	0	4
COc1cc(OC)cc(C(=O)Nc2nnc(SCC(=O)NCc3ccco3)s2)c1	-1	-13	-8	-10	-20	-15	0	1	35	10	-11
Cc1c(/C=N\NC(=O)c2cc3ccccc3o2)c2ccccc2n1C	12	-37	13	-9	-7	1	16	2	-25	-15	-3
Cc1ccc(S(=O)(=O)N2CCN(C(C)C)CC2)cc1	-5	-1	-2	-2	-13	-37	6	0	17	1	6
CO/N=C(\C(=O)O)c1csc(NN=C(C)C)n1	-5	3	-11	12	-9	-7	0	-11	5	1	4
Cc1ccc(Cn2c(CN3CCOCC3)nc3c2c(=O)n(C)c(=O)n3C)cc1	2	15	-6	8	9	5	6	1	5	3	12
C=CCn1c(SCc2nc3ccccc3c(=O)[nH]2)nnc1-c1cc2cc(Cl)ccc2o1	7	-4	-7	-24	-1	9	3	11	x	8	7
Cc1ccc(C(=O)Nc2ccccc2C(=O)N2CCCCC2C)cc1 (configuration not stated)	-16	-10	-4	18	-4	3	2	-22	9	4	8
CC(C)N(C(=O)COC(=O)c1cccnc1Cl)c1ccccc1	-1	-1	23	-6	2	-10	12	32	-6	0	0
Cc1cccc(Cc2nnc(CCC(=O)N(C)CCc3ccccc3)o2)c1	-15	-2	-75	0	-43	-101	-118	4	-36	-20	-63
CN(CC(=O)Nc1cccc(F)c1)C(=O)COc1ccc2c(c1)CCC2	-10	-14	18	-10	-17	-7	-11	12	1	-2	-11
CCCCn1c(N)c(N(CCOC)C(=O)CSCC(=O)Nc2cccc(C)c2)c(=O)[nH]c1=O	7	3	-6	8	-14	-6	-11	-12	3	5	8
COc1cccc(NS(=O)(=O)c2cc3c4c(c2)CCC(=O)N4CCC3)c1	8	13	-23	-10	4	-2	-18	9	23	17	8
O=C(c1ccc(S(=O)(=O)Nc2ccccc2F)cc1)N1CCC1	3	5	12	12	-13	-22	2	-4	0	-4	11
CCCS(=O)(=O)N1CCCC(C(=O)NCCN2CCOCC2)C1 (configuration not stated)	0	5	14	2	4	9	0	2	11	21	-26
CC1(OC(=O)CCc2ccccc2)C(=O)C=C2C=C(c3ccc(C#N)cc3)N(Cc3ccccc3)C=C2C1=O (configuration not stated)	-3	17	-17	2	11	4	9	-11	4	1	-16
COc1cc(C(=O)OCCc2cc3ccccc3c(=O)o2)cc(OC)c1OC	9	11	7	-30	-5	11	14	42	18	13	-7
COc1ccc(S(=O)(=O)N2CCC(NC(=O)OCc3c(Cl)cccc3Cl)CC2)cc1	5	-1	23	3	4	-2	17	1	-11	25	1
CSc1ccc(CN2CCCCCC2)cc1	12	3	3	6	-9	-25	1	5	17	-9	15
C=CCOC(=O)c1ccccc1C(=O)OCC=C	4	2	22	-8	2	-1	-15	5	1	2	-18
Nc1ccn(-c2ncc(C(F)(F)F)cc2Cl)c(=O)n1	3	-1	-10	-4	7	5	3	2	-14	-18	16
COc1ccc(NCN2C(=O)C3C4C=CC(C4)C3C2=O)cc1 (configuration not stated)	-20	4	0	12	0	-32	8	-4	-25	7	-7
Cn1cccc1C(=O)Nc1ccc(N2CCOCC2)cc1	5	37	-97	11	-17	-76	-90	-1	16	49	-41

The results go on:
SMILES	EBV LMP1 NFkB	C8 TRAIL sens	LRH-1 inv ag	KKLEB tox	COUP-TFII inh	NCOA1 inh	NCOA3 inh	CF NFkB block	TROY NFkB inh	TWEAK-Fn14 inh	SRC2 inh
O=C(CN1C(=O)c2cccnc2Oc2ccc(Cl)cc21)NC1CCCCC1	-10	3	-20	-1	-1	-18	1	2	8	4	-11
O=C(NCCc1ccc2c(c1)OCCO2)c1ccccn1	4	4	-101	7	-46	-114	-79	16	-5	17	-37
Cc1ccc(N(C(=O)Cn2nnc3ccccc32)C(C(=O)NCc2ccco2)c2cccnc2)cc1 (configuration not stated)	-7	9	8	12	4	-36	4	3	-17	19	-27
Cc1ccc2c(c1)-c1ccccc1S(=O)(=O)N2	-10	2	1	2	-11	-1	-10	6	-9	4	-24
Cc1ccccc1-n1c(Cn2c(=O)sc3ccccc32)nnc1SCC(=O)NCC1CCCO1 (configuration not stated)	-5	-13	24	6	-1	-14	4	3	8	-6	8
Cc1nc2cc(NC(=O)N3CC4(C)CC3CC(C)(C)C4)ccc2n1C (configuration not stated)	-23	-13	-21	-6	6	7	17	11	-8	-5	-19
COc1ccc(-n2cnnc2SCC(=O)Nc2cccc([N+](=O)[O-])c2)cc1	5	-9	0	-7	-5	-20	4	8	-12	-20	-7
CCCC(=NCC(=O)O)C1=C(O)C(C(=O)OC)C(C)(C)CC1=O (configuration not stated)	2	-1	4	1	1	-2	-19	3	23	3	5
O=S1(=O)NC(=NCc2ccco2)c2ccccc21	6	-3	-2	-9	7	11	12	9	3	1	-1
O=C1c2ccccc2-c2c1cccc2C(=O)N1CCOCC1	-6	14	20	-2	-7	12	-2	12	-5	20	-10
O=C(Cn1nc(C(F)(F)F)cc1C1CC1)Nc1ccccc1F	3	2	10	12	9	-9	-3	14	-10	-12	-3
S=C(NCCCc1ccccc1)NC1CCCCC1	-8	2	-17	16	-2	-26	-13	-15	-51	-11	-13
O=C(CCN1C(=O)C2C3C=CC(C3)C2C1=O)Nc1ccccn1 (configuration not stated)	8	-2	0	-2	-8	-13	7	14	6	11	2
O=C(O)c1cc(S(=O)(=O)N2CCN(C(c3ccccc3)c3ccccc3)CC2)ccc1Cl	2	-12	5	15	0	-4	-2	-13	-1	29	-30
CCC1CCc2sc(C(=O)NNC(=S)NCC3CCCO3)cc2C1 (configuration not stated)	4	11	-12	13	4	11	-10	-9	-19	-23	16
CCCCOc1ccc(C(=O)NCC(=O)NC(C)CCc2ccccc2)cc1 (configuration not stated)	-5	-6	0	2	9	-12	13	4	2	-1	-18
